# Bioassay records: PubChem BioAssay, several laboratories
# Vif inh: HIV Vif inhibition; HEK293T cells, Vif self-association by quenched fluorescence, imaging, 24 h; inhibition, % at 7.49 µM; 0.35% of 340,000 active; in the data active = inhibition above about 50%, passing the limit was not always enough; also: some results filed as inactive read as strong as hits
# Cardio protect: protects H9c2 cardiomyocytes from peroxide injury; H2O2 injury protection, ATPLite, 2 h; 0.63% of 360,000 active; protection from H2O2 cell death, % at 20 µM;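 active = compounds giving at least 50% protection of heart cells from peroxide-induced death in the single-dose screen, raw or plate-pattern-corrected value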;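 also: 0% = DMSO wells with peroxide and 100% = DMSO wells without peroxide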
# PDI turbidity: inhibitors of human protein disulfide isomerase. 0.052% of 350,000 active. inhibition, % at 10 µM. PDI insulin aggregation turbidity, A650, 90 min. P07237;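 active = mean inhibition across replicates of 30% or more, whatever share of single replicates reach that level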;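 also: absorbance from insulin aggregation driven by PDI reduction with DTT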
# CaV13 ICDI inh: Primary screen for inhibitors of IQ motif and Ca2+-dependent inactivation inhibitor domain binding in CACNA1D, Förster resonance energy transfer in living cells, …; HEK cells, CFP/YFP FRET ICDI-IQ, plate reader, 10 min; percent FRET-ratio fall versus neutral wells; inhibition, % at 12.3 µM; 0.098% of 340,000 active;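 active = mean replicate inhibition of at least 30% and at least 1% of replicates passing that level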;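 also: 0% = median of the neutral control wells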
# N-glyco inh: N-linked glycosylation inhibition | D54 ERlucT glycosylation luciferase reporter, 24 h; percent of 100 nM tunicamycin response | reporter increase, % at 12.5 µM | 0.23% of 360,000 active | AID 588692;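 active = mean luciferase reporter signal, scaled so untreated is 0 and the glycosylation-blocking control 100, at or above a set limit in every replicate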;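 also: luciferase carries N-glycosylation sites so blocking glycosylation raises the light; 0% = median of neutral control wells and 100% = median of 100 nM tunicamycin wells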
# aDG glyco up: increases alpha dystroglycan glycosylation. Pro5-aDG cells, alpha-DG glycosylation AlphaScreen (IIH6); 0% Pro5, 100% B10-LARGE cell signal. 0.22% of 360,000 active. activation, % at 10 µM;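 active = activation of at least 8% versus controls, or a plate z-score of at least 8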;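 also: Pro5 are CHO cells carrying HIG-tagged alpha-DG that lacks glycosylation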
# m5-HT2A agonist: mouse HTR2A agonism via beta-arrestin recruitment. P35363. CHO-K1 mHTR2A beta-arrestin complementation, luminescence; percent of 30 µM serotonin response. activation, % at 7.6 µM. 0.66% of 360,000 active;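 active = activation above a run cutoff, the mean activation of all tested compounds plus 3 SD, cut at about 14% in these data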;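 also: 0% = plate median of compound wells and 100% = 30 µM serotonin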
# Target sequence (P35363 whole entry, looked up): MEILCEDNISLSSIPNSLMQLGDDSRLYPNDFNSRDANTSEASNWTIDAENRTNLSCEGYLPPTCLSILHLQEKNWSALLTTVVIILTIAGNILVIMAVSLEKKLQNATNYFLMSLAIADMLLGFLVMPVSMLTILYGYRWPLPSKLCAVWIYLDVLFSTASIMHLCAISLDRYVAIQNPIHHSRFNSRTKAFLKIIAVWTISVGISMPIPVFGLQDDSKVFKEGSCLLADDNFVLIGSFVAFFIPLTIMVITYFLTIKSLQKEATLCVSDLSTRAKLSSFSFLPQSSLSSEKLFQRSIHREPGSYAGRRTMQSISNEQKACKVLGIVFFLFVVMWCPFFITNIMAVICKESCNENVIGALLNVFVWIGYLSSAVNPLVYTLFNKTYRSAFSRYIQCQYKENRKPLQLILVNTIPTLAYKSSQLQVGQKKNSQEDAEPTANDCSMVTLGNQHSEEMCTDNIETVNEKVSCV
# ABCB6 inh 2: human ABCB6 transporter inhibition | fluorescence ratio to DMSO, % at 10 µM | K562-ABCB6 porphyrin accumulation, flow cytometry, 1 h; hits give low values | 0.19% of 360,000 active;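 active = fluorescence ratio to DMSO below 75%, the collection mean minus 3 SD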;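 also: signal is porphyrin accumulated inside mitochondria; 100% equals median channel fluorescence of DMSO control wells; lower ratio means ABCB6 inhibition with less porphyrin fluorescence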
# MC4R ag barr: human MC4R agonism via beta-arrestin | 0.98% of 360,000 active | P32245 | activation, % at 8.9 µM | U2OS MC4R beta-arrestin complementation, luminescence; percent of melanotan II response, DMSO zero | AID 540308;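 active = activation above a per-plate cutoff, the mean activation of sample wells on that plate plus 3 SD, cut at about 8% in these data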
# Target sequence (P32245 whole entry, looked up): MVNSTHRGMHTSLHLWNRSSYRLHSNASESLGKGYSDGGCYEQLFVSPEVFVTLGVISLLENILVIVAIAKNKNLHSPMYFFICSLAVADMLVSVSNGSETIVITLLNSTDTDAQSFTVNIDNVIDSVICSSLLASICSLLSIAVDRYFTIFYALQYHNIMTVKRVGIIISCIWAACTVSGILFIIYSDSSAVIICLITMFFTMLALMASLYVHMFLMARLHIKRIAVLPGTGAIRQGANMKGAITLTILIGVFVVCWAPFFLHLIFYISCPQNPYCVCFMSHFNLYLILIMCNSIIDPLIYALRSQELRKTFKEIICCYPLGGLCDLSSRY
# MC4R antag cAMP: antagonists of human melanocortin 4 receptor (MC4R); P32245; MC4R-expressing cells, MTII-stimulated cAMP, LANCE TR-FRET; inhibition, % at 6.5 µM; 0.48% of 360,000 active;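 active = inhibition above its plate's cutoff, the mean of tested wells on that plate plus 3 SD, cut at about 29% in these data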;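 also: 0% = Melanotan II alone and 100% = Melanotan II plus saturating MCL0020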
#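 Assay system: U2OS cells stably expressing human melanocortin 4 receptor (MC4R) / Dosing: 6.5 µM / Timing: compound 30 min, challenge 1 h, detection 1 h / Measured by: Eu-cAMP/anti-cAMP TR-FRET, emission 671 nm / Replicates: singlicate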
# Active calls of the source: *; i = inactive; · = not tested or not shown; & = joins results of further samples; ! = a repeat was not active.
SMILES,Vif inh,Cardio protect,PDI turbidity,CaV13 ICDI inh,N-glyco inh,aDG glyco up,m5-HT2A agonist,ABCB6 inh 2,MC4R ag barr,MC4R antag cAMP
CCCS(=O)(=O)c1nc(S(=O)(=O)c2ccc(C)cc2)c(N2CCN(CCO)CC2)s1,-4,-2,7,-3,0,0.5,-7,93,-2.1,4
CCOC(=O)C1(Cc2ccc(OC)cc2)CCN(C(=O)CCN2CCCC2=O)CC1,6,0,3,-16,0,-0.2,-2,100,2.0,8
Cc1ccc(/C=C/C(=O)NCCc2cccc(Cl)c2)o1,7,-13,15,-5,7,-0.1,0,99,-2.3,2
NC(=O)CSc1nnc(Cc2ccc3c(c2)OCO3)o1,-8,-3,-3,-3,3,-0.2,-3,93,0.9,13
Cc1ccc(CNC(=O)c2ccc(N3CCC4(CC3)CC(c3cccc(Br)c3)=NO4)c([N+](=O)[O-])c2)cc1,·,-3,2,-5,-5,0.0,14*,99,0.7,1
Cc1ccc(/C=N/N2CCN(c3ccc(Cl)cc3)CC2)o1,-9,-13,-7,-2,-1,0.1,-2,93,-0.6,7
CN(C)/C=C1\SC(=S)N(c2ccc(F)cc2)C1=O,-2,2,3,-5,1,-0.1,-3,96,1.2,1
Cc1cc(C(=O)COc2ccc3ccc(=O)oc3c2)c(C)n1Cc1cccs1,-8,-6,11,-6,-4,0.1,-4,95,1.5,10
O=C(c1cc(-c2ccco2)on1)N1CCN(C(c2ccccc2)c2ccccc2)CC1,15,-9,-4,-3,-3,0.3,-4,104,0.7,12
C=CCOc1ccc(C2NC(=O)c3ccccc3O2)cc1OCC (centres undefined),-1,-1,-2,-20,2,-0.1,4,102,-0.9,15
CCOC(=O)c1c(NC(=O)c2nn(CC)cc2Br)c(C#N)cn1-c1ccccc1,·,0,1,-7,-7,-0.3,0,90,-1.3,21
CC(C)C[C@H](NC(=O)c1nc[nH]c1C(=O)NC(c1ccccc1)c1ccccc1)C(=O)OC(C)(C)C,-7,-2,1,-5,-2,-0.3,3,98,-2.5,14
CCc1ccc(Oc2nnnn2-c2ccc(C(N)=O)cc2)cc1,2,-9,1,0,-3,0.4,-4,97,-0.5,0
O=C(O)C1C2C=CC(O2)C1C(=O)Nc1ccc(S(=O)(=O)N2CCc3ccccc32)cc1 (centres undefined),-4,3,14,-8,-1,0.0,2,97,-3.1,8
CC1(Cc2cccc(C(F)(F)F)c2)C(=O)Nc2c(Cl)cccc21 (centres undefined),·,-8,-2,-11,0,0.2,7,101,1.1,-4
O=C(NC(=S)NCCN1CCOCC1)c1ccccc1Br,2,4,3,-2,0,0.1,-4,101,-2.7,20
O=C(Nc1ccc(Cl)c(S(=O)(=O)N2CCOCC2)c1)c1ccccc1-c1ccc(C(F)(F)F)cc1,0,6,-10,-3,-9,0.3,2,93,3.8,0
O=C(CN(c1ccc(F)cc1)S(=O)(=O)c1ccc2c(c1)OCCO2)NCC1CCCO1 (centres undefined),-6,7,-3,·,0,-0.2,-4,99,0.6,18
Cc1cccc(NC(=O)CN2CCN(C(=O)c3ccc(-c4nc5ccccc5s4)o3)CC2)c1C,-10,21,1,-5,0,0.0,0,98,1.1,11
CCc1ccc(OCC(O)CN2CCN(c3ccccc3)CC2)cc1 (centres undefined),-2&5,-6&-10,3&-5,-8&-6,1&-1,0.3&0.0,15*!,99&94,11*,5&1
Nc1nc(Nc2ccccc2F)nc(NC2CCCCC2)c1[N+](=O)[O-],-11,-7,-12,-4,0,-0.3,-4,97,-1.0,7
CC(OC(=O)CCc1nc2ccccc2c(=O)[nH]1)C(=O)NC1CCCC1 (centres undefined),-11,55*,6,·,-1,-0.3,1,95,0.1,2
CC(=O)c1ccc(N2CCN(C(=O)C3CCN(S(=O)(=O)c4ccc5c(c4)CC(C)N5C(C)=O)CC3)CC2)cc1 (centres undefined),2,-10,12,-2,4,0.3,16*,97,-1.3,0
CC(=O)c1sc(-c2ccc(F)cc2)cc1NS(=O)(=O)c1ccccc1,0,0,1,-5,2,0.0,2,94,-1.0,5
NCCSC1CC(=O)N(Cc2ccc(F)cc2)C1=O (centres undefined),9,0,6,-15,2,-0.1,-1,97,-1.3,3

# By substructure: the compounds so far containing bromine
SMILES,Vif inh,Cardio protect,PDI turbidity,CaV13 ICDI inh,N-glyco inh,aDG glyco up,m5-HT2A agonist,ABCB6 inh 2,MC4R ag barr,MC4R antag cAMP
Cc1ccc(CNC(=O)c2ccc(N3CCC4(CC3)CC(c3cccc(Br)c3)=NO4)c([N+](=O)[O-])c2)cc1,·,-3,2,-5,-5,0.0,14*,99,0.7,1
CCOC(=O)c1c(NC(=O)c2nn(CC)cc2Br)c(C#N)cn1-c1ccccc1,·,0,1,-7,-7,-0.3,0,90,-1.3,21
O=C(NC(=S)NCCN1CCOCC1)c1ccccc1Br,2,4,3,-2,0,0.1,-4,101,-2.7,20

# New compounds follow.
SMILES,Vif inh,Cardio protect,PDI turbidity,CaV13 ICDI inh,N-glyco inh,aDG glyco up,m5-HT2A agonist,ABCB6 inh 2,MC4R ag barr,MC4R antag cAMP
N#Cc1nnn2c1nc(N)c1c(F)cccc12,-6,4,-10,6,5,0.0,0,105,4.3,-8
O=C(Cn1c2ccccc2c(=O)c2ccccc21)N/N=C/c1cc([N+](=O)[O-])ccc1N1CCCCCC1,5,-1,16,-3,1,-0.2,0,91,-1.1,-2
Cc1ccc(C(=O)Nc2ccc(N3CCOCC3)c3nonc23)cc1[N+](=O)[O-],9,3,10,-2,-1,-0.2,9,99,11*,-11
CC(=O)N1c2ccc(S(=O)(=O)N3CCC(C(=O)N4CCN(c5ccccc5F)CC4)CC3)cc2CC1C (centres undefined),6,-11,21,-14,-3,0.5,9,94,-1.2,1
Cc1ccc(OCCn2ncc3ccccc3c2=O)c(C)c1,1,3,-2,-18,0,0.1,-9,101,-1.7,2
CC(C)Oc1ccc(S(=O)(=O)N2CCOCC2)cc1NC(=O)CC1OC(=O)c2ccccc21 (centres undefined),4,9,5,-6,2,-0.1,16*,96,-1.2,1
CCN(CC)C(=O)Oc1ccc2c(=O)c(-c3ccc(OC)cc3)c(C)oc2c1,-7,-24,3,-11,-5,0.9,-1,100,-1.4,-3
COc1ccc(N(CC(=O)NCc2cccs2)S(=O)(=O)c2c(C)n[nH]c2C)cc1,-13,3,2,-4,1,0.1,-2,99,-1.7,4
CCCS(=O)(=O)Nc1c(C(=O)O)[nH]c2ccc(OC)cc12,1,-4,2,-5,3,0.0,1,99,-1.2,6
Cc1ccccc1C(=O)NNC(=S)NC(=O)c1cccnc1,-13,15,8,-4,1,0.2,6,95,-0.7,-4
O=C(c1ccco1)N1CCN(c2ccc(Cl)cc2)CC1,6,3,-4,-5,-1,0.3,-1,97,-1.9,-2
O=C(CC1CCCCC1)NCc1nc(-c2ccccc2)no1,-3,7,0,-6,2,-0.1,0,103,6.1,12
Cc1ccc(C(=O)OCC(=O)Nc2ccc3c(c2)OCO3)c(O)c1,-2,-11,-7,-2,1,0.0,-9,94,-1.3,10
COc1ccc(CNC(=O)C2CCN(c3nccs3)CC2)cc1,-20,1,-3,·,0,-0.3,5,90,1.0,18
Cc1ccc(CNC(=O)c2cc3cc(Br)ccc3oc2=N)cc1,5,-3,8,-2,2,0.3,-3,97,-3.4,14
CC1CCCN(CCCNC(=O)c2nn(C)c3c2CS(=O)(=O)c2ccccc2-3)C1 (centres undefined),-5,11,2,-7,-1,-0.1,0,99,0.4,0
CC(C)CSc1n[nH]c(=S)s1,-3,-1,1,-5,1,-0.7,4,100,-1.5,12
CN1CCN(/N=C/c2cccc(Cl)c2Cl)CC1,-2,-1,1,3,2,0.2,-2,88,-0.3,7
COc1ccccc1/C=N/OCc1ccc(C#N)cc1,-2,-5,0,-21,0,0.2,-4,93,1.8,-6
CC(C)n1c2ccccc2c2nnc(SCC(=O)OCN3C(=O)c4ccccc4C3=O)nc21,-7,11,-1,-6,2,-0.2,-4,90,-2.5,5
COc1ccc(CNC(=O)C2CC(c3ccccc3C(F)(F)F)=NO2)cc1 (centres undefined),·,0,0,-8,-1,-0.2,-4,100,-1.6,7
CCOc1ccc(-c2nnc(NC(=O)Cc3ccc(OC)cc3)o2)cc1,-9,3,-1,-3,-1,0.1,-1,95,0.9,-4
O=C(Cn1ncc2c(=O)oc3ccccc3c21)NCC1COc2ccccc2O1 (centres undefined),4,4,·,-11,-6,8.2*,-2,99,0.0,7
O=C(c1ccc2c3c(cccc13)CC2)C1CCCN(Cc2ccc(OCCO)cc2)C1 (centres undefined),·,6,-4,-17,-1,2.7,-8,103,-1.3,-4
CC1Cc2cc(-c3csc(NC(=O)Cc4cccs4)n3)ccc2N1S(C)(=O)=O (centres undefined),-14,-5,1,-4,-3,1.3,6,97,-3.8,11

# (list continues)
SMILES,Vif inh,Cardio protect,PDI turbidity,CaV13 ICDI inh,N-glyco inh,aDG glyco up,m5-HT2A agonist,ABCB6 inh 2,MC4R ag barr,MC4R antag cAMP
CCN(CC)S(=O)(=O)c1cccc(NC(=O)c2ccc(Br)cc2)c1,-7,-13,6,-6,-8,1.4,1,96,0.9,9
O=C(NCC1CCCO1)c1cccc(S(=O)(=O)N2CCCCC2)c1 (centres undefined),-13,1,3,-6,0,0.1,11,100,-1.6,0
O=C(OCC(=O)N1CCOCC1)c1ccccc1O,28,-2,9,-5,1,-0.2,1,97,-0.4,16
Cc1ccc(S(=O)(=O)N2CCOCC2)cc1C(=O)Nc1nc(-c2cccnc2)cs1,·,10,0,-8,1,0.2,7,92,-2.1,19
Cc1ccc(N(Cc2ccccc2)C(=O)c2cccc(S(=O)(=O)N3CCN(C)CC3)c2)cc1,22,-1,15,-7,-3,-0.1,-2,96,1.2,-1
Cc1nc(Nc2ccc3c(c2)OCCO3)c2nnn(Cc3ccccc3Cl)c2n1,-5,-1,-1,-4,-13,-0.2,-1,97,1.9,-3
Cc1[nH]c(C)c(S(=O)(=O)N2CCCCC2C)c1C(=O)N1CCCC1 (centres undefined),-5,4,3,-14,-2,-0.2,3,95,1.1,2
O=C(CCOc1ccccc1)Nc1ccc(Cl)c(S(=O)(=O)N2CCOCC2)c1,-1,-3,-4,·,-4,-0.2,0,97,-1.8,14
O=C(CCNC(=O)c1ccccc1)NNC(=O)c1ccccc1Br,-4,-1,4,-3,3,0.4,-2,97,-2.6,1
CC1(C(=O)Nc2cccc(C(F)(F)F)c2)Cc2c(-c3cccc(C(F)(F)F)c3)ccnc2O1 (centres undefined),4,1,9,-5,-2,-0.2,-2,97,-2.0,10
O=C(CNCC1CCCO1)NCc1ccco1 (centres undefined),·,11,-6,-4,1,-0.1,7,i,1.1,14
Cc1cccc(C(=O)N2CCCC(Nc3ccc(C(C)C)cc3)C2)n1 (centres undefined),-3,-4,-4,-3,3,-0.1,2,94,-2.2,-4
COc1ccccc1N(CC(=O)NCCSCc1ccco1)S(=O)(=O)c1ccccc1,-9,8,-11,-18,-2,0.0,-4,98,-1.4,7
Cn1ccnc1C(=O)C1CCCN(Cc2cn[nH]c2-c2ccc(-c3ccccc3)cc2)C1 (centres undefined),-4,22,3,-3,0,-0.1,-7,96,-1.6,9
